TAG inh – reduces triacylglycerol accumulation in H9c2 cells. inhibition, % at 12.5 µM. actives 0.66% (n = 230,000). Nile Red lipid (TAG) fluorescence; cells loaded with 200 µM oleic acid;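 active = pattern-corrected inhibition of lipid staining of at least 50% with the nuclear-stain viability signal not falling by more than 50%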;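 also: 0% = DMSO wells and 100% = triacsin C control wells; some results filed as inactive read as strong as hits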
TAG inh DAPI viability – second read-out of TAG inh, no call of its own (marks repeat the call); DAPI nuclei signal change (viability), lower = more cytotoxic, %;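 whole-well DAPI fluorescence read on a plate reader as a viability signal; minus 50 percent equals half of cells still viable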
The depositor's hits bear a star; & = joins results of further samples.

SMILES	TAG inh	TAG inh DAPI viability
COc1ccc(C(CCN2CCN(c3ccccc3)CC2)c2c(O)cc(OC)cc2OC)cc1 (stereo not given)	15	2
COc1ccc(C2Nc3ccccc3C(=O)N2Cc2ccco2)cc1CN1C(=O)c2ccccc2C1=O (stereo not given)	2	6
O=C(CCCc1ccncc1)c1ccccc1	-3	1
Cc1ccccc1Nc1nc(N)nc(CSc2nnnn2C)n1	9	-14
COc1ccc(S(=O)(=O)N2CCN(C(=O)CNC(=O)c3ccc4c(c3)OCO4)CC2)cc1	-5	3
CC(C)c1ccc(OCC(=O)NCc2n[nH]c(=O)c3ccccc23)cc1	-21	-2
Cc1ccccc1CSCC(=O)N1CCN(c2ccccc2)CC1	-9	5
COCc1cc(C)nc(OCC(=O)N/N=C/c2ccccc2O)c1C#N	-25	-20
FCCCOc1ccc(/C=N/OCc2c(Cl)cccc2Cl)cc1	-20	-7
Cn1c(NC2CCCCC2)c(N=O)c(=O)n(C)c1=O	-1	9

Random excerpt: two entries already listed.
SMILES	TAG inh	TAG inh DAPI viability
Cc1ccccc1Nc1nc(N)nc(CSc2nnnn2C)n1	9	-14
FCCCOc1ccc(/C=N/OCc2c(Cl)cccc2Cl)cc1	-20	-7

More compounds follow:
SMILES	TAG inh	TAG inh DAPI viability
Cc1c(Cl)cccc1NC(=S)NCC1COc2ccccc2O1 (stereo not given)	-6	5
CCCCc1cc2c(cc1NC(=O)CN1CCCCC1)OCCO2	-19	12
COC(=O)c1c(NC(=O)c2ccco2)sc2c1CCC2	12	2
Cc1ccc(NC(=O)CN2C(=O)N/C(=C/c3cc(C)n(-c4cccc(C(=O)O)c4)c3C)C2=O)cc1	10	-11
C[C@@H](CO)NC(=O)c1[nH]cnc1C(=O)Nc1ccc(CNC(=O)OC(C)(C)C)cc1	1	-7
O=[N+]([O-])c1ccc(C(O)C23CN4CN(CN(C4)C2)C3)cc1 (stereo not given)	9	1
CCOC(=O)CSc1nc2c(c(=O)n(C)c(=O)n2C)n1Cc1ccccc1F	-16	10
CCC(=O)c1ccc(OCC(=O)OCC(=O)c2cc(C)n(CC3CCCO3)c2C)cc1 (stereo not given)	4	6
COC(=O)c1ccc(NC(=S)NC2CC2)cc1	-3	-5
COC(=O)c1sc(N)c(C(=O)OC)c1COC(=O)CNS(=O)(=O)c1cccc(C#N)c1	11	0

Shown with each value named: four of the compounds above
O=[N+]([O-])c1ccc(C(O)C23CN4CN(CN(C4)C2)C3)cc1 (stereo not given)
  TAG inh = 9 | TAG inh DAPI viability = 1

CCOC(=O)CSc1nc2c(c(=O)n(C)c(=O)n2C)n1Cc1ccccc1F
  TAG inh = -16 | TAG inh DAPI viability = 10

CCC(=O)c1ccc(OCC(=O)OCC(=O)c2cc(C)n(CC3CCCO3)c2C)cc1 (stereo not given)
  TAG inh = 4 | TAG inh DAPI viability = 6

COC(=O)c1ccc(NC(=S)NC2CC2)cc1
  TAG inh = -3 | TAG inh DAPI viability = -5

New compounds follow.
SMILES	TAG inh	TAG inh DAPI viability
O=C(COc1ccc(Br)cc1)Nc1ccc([N+](=O)[O-])cn1	3	7
O=C(Nc1ccccn1)Nc1ccccc1Cl	13	-1
COc1ccc(-c2csc(C(O)(c3ccccc3)C(F)(F)F)n2)cc1 (stereo not given)	-34	0
O=c1c2cnn(-c3ccccc3)c2ncn1Cc1ccccc1F	-17	-8
Cc1sc(NC(=O)CN2C(=O)NC3(CCCC3)C2=O)nc1-c1ccc(F)cc1	13	-4
COc1ccc(CCn2c(C)cc(C(=O)COC(=O)c3ccc(O)cc3O)c2C)cc1	-8	3
Cc1ccc(S(=O)(=O)N(C)c2ccc(OCC(=O)NCc3ccco3)cc2)cc1	0	1
COc1cccc(C2c3c(oc4ccccc4c3=O)C(=O)N2c2ccccn2)c1 (stereo not given)	11	1
O=C(/C=C/c1ccccc1)NCC1(c2ccccc2)CCOCC1	10	-2
COc1ccc(CCNC(=O)c2ccc3c(c2)S(=O)(=O)N=C2CCCCCN23)cc1	-3	6
COc1ccc(-n2ncc(C(C)NS(=O)(=O)c3ccc(C(C)=O)cc3)c2C)cc1 (stereo not given)	1	-3
Cn1c(=O)[nH]c(=O)c2c1nc(SCC(=O)O)n2Cc1ccccc1	11	-7
OC(c1cccc(F)c1)c1ncc(-c2ccc3ccccc3c2)[nH]1 (stereo not given)	-20	-3
COCCc1ccc(OCC(O)CNC(C)C)cc1 (stereo not given)	3&14&-9	-10&0&3
CCC(C)N(C)C(=O)c1cc2ccccc2c(-c2ccccc2Cl)n1 (stereo not given)	-14	6
CCCS(=O)(=O)NC(=O)C1(C)CCN(C(=O)c2sccc2C)C1 (stereo not given)	-9	8
C=CCN(c1ccc(F)cc1)S(=O)(=O)c1cc(C(=O)NC2CCC(O)CC2)ccc1Cl (stereo not given)	17	2
Cc1ccc(S(=O)(=O)N(CC(=O)Nc2ccccc2C(=O)O)c2ccc(Cl)cc2)cc1	13	-7
Cc1ccc(Cl)c(OCC(=O)NCC(c2cccs2)N2CCOCC2)c1 (stereo not given)	11	-13
O=C(NC1CCCCC1)c1ccc(CNc2c(N3CCOCC3)c(=O)c2=O)cc1	-4	1

The final two entries of the part above are carried over, then new ones follow:
SMILES	TAG inh	TAG inh DAPI viability
Cc1ccc(Cl)c(OCC(=O)NCC(c2cccs2)N2CCOCC2)c1 (stereo not given)	11	-13
O=C(NC1CCCCC1)c1ccc(CNc2c(N3CCOCC3)c(=O)c2=O)cc1	-4	1
COc1cc(C(CCN2CCCC2)c2c(OC)cc(OC)c3c(C)cc(=O)oc23)cc(OC)c1OC (stereo not given)	23	-1
COc1ccc(N2CCN(Cc3nc(N)nc(N4CCCc5ccccc54)n3)CC2)cc1	-11	-10
CC(=O)c1c(C)c(C)c2n1CCn1c(C)ccc1-2	9	-1
COc1ccc(N(C)S(=O)(=O)c2cccc(C(=O)Nc3nc4ccccc4[nH]3)c2)cc1	4	3
CN(C)C1(CNC(=O)c2cccc(S(=O)(=O)NCc3ccccc3)c2)CCCCC1	14	1
COc1cc(OC)c(NC(=O)CCNC(=O)Cn2cnc3ccccc3c2=O)cc1Cl	-2	-1
O=C1CC(c2ccccc2)=C(c2ccccc2)C1	5	6
O=C(NCc1ccccc1)c1ccc(S(=O)(=O)C(F)F)cc1	6	5
CC(C)c1ccc(NC(=O)Nc2cc3sccc3n2C)cc1	16	-12
CN1CCN(c2ccc([N+](=O)[O-])cc2C(=O)c2ccc(Cl)cc2)CC1	54*	-37*

Quoted from the listing:
For TAG inh, O=C(NCc1ccccc1)c1ccc(S(=O)(=O)C(F)F)cc1 reads 6
For TAG inh DAPI viability, COc1cc(C(CCN2CCCC2)c2c(OC)cc(OC)c3c(C)cc(=O)oc23)cc(OC)c1OC (stereo not given) reads -1
For TAG inh, CC(C)c1ccc(NC(=O)Nc2cc3sccc3n2C)cc1 reads 16
For TAG inh, CN1CCN(c2ccc([N+](=O)[O-])cc2C(=O)c2ccc(Cl)cc2)CC1 reads 54*
For TAG inh, CC(=O)c1c(C)c(C)c2n1CCn1c(C)ccc1-2 reads 9

(next part)
SMILES	TAG inh	TAG inh DAPI viability
CC(NC(=O)CCNC(=O)c1ccco1)c1ccc(F)cc1 (stereo not given)	8	0
NC(=O)CSc1nnc(-c2ccncc2)n1-c1ccc(Cl)cc1	-2	6
CCn1c(SCC(=O)Nc2oc(-c3ccccc3)c(-c3ccccc3)c2C#N)nnc1-c1ccco1	3	4
CC1CN(c2nc3c(c(=O)n(Cc4ccc(Cl)c(Cl)c4)c(=O)n3C)n2C)CC(C)O1 (stereo not given)	21	-6
COC(=O)C1=C(C(=O)OC)[C@@H]2Nc3ccccc3[C@@]23C[C@@H](C(=O)OC)N(C(C)=O)C3=N1	12	6
COc1ccc(C(C)(C)C)cc1NC(=O)COC(=O)CSCc1c(C)noc1C	7	1
CC1CN(C(=O)CCC(=O)NC(C)c2ccccc2)c2cc(Cl)ccc2O1 (stereo not given)	6	-1
CCCCn1c(-c2cccs2)nc2nc3ccccc3nc21	11	93
S=c1[nH]nc(-c2ccccc2Cl)n1/N=C/C=C/c1ccco1	0	2
CCOC(=O)c1sc(NC(=O)c2ccccc2C(=O)O)c(C(=O)OCC)c1C	17	-10
CC(C)c1ccc(S(=O)(=O)N2CCN(C(=O)C3=COCCO3)CC2)cc1	3	5
Nc1cc(=O)nc(SCC(=O)N2CCN(c3ccccc3)CC2)n1-c1ccc(F)cc1	-4	0
CC(=O)c1cccc(OCc2cc(C(=O)N(C)Cc3ccc(C)o3)no2)c1	14	-7
CCOC(=O)/C=C1\SCC(=O)N1CC(=O)NCCOC	-4	-4
N#CC1=C2CCCCC2(O)NC1=O (stereo not given)	-4	7
COc1cccc(C(O)c2nc(-c3cccc(F)c3)cs2)c1 (stereo not given)	-8	-1
COc1ccc(S(=O)(=O)NCC2CCCN(Cc3ccccc3C)C2)cc1 (stereo not given)	-12	-2
O=C(Oc1cccc2ccccc12)c1ccncc1	12	-11
O=C(NC(=S)NN1CCCCC1c1cccnc1)c1ccc(Br)cc1 (stereo not given)	4	-2
COc1ccc(OC)c(/C=N/NC(=O)c2ccc[n+](CC(=O)c3ccccc3)c2)c1	-5	4
Cn1ccnc1C(=O)c1cc(SCC(=O)N2CCOCC2)nc2ccccc12	0	0
CCN(CCn1cccn1)C(=O)c1ccc(OC2CCN(C(=O)COC)CC2)cc1	8	5
Cc1cc(NC(=O)c2ccoc2C)no1	-1	4
CCCN1C(=O)c2cc(C(=O)NCCc3cccc(C)c3)ccc2C1O (stereo not given)	2	-12
O=C(CCn1c(=O)c2sccc2n(CC(=O)OCc2ccccc2)c1=O)NCc1ccccc1	9	-13
Cc1cccc(Nc2nnc(SCC(=O)NCc3cccs3)s2)c1C	12	-4
CCOC(=O)C1(CCc2ccccc2)CCN(C(=O)c2ccoc2)CC1	-5	-1
COc1ccc(-c2ccc(C(=O)NC3CCCCC3)c3occc23)c(C)c1	-5	4
O=C(O)Cc1cc(=O)[nH]n(-c2ccccc2)c1=O	6	-14
COc1ccc(F)c(CN2CCC(n3nccc3NC(=O)C3CCOC3)CC2)c1 (stereo not given)	-5	1
Nc1nc2c(C(=O)N3CCOCC3)nnn2c2ccccc12	10	-9
COc1cc(OC)cc(C(=O)NCCCN2CCOCC2)c1	6	-8
CNC(=S)N(C)/N=C1/C(=O)N(Cc2c(Cl)cccc2Cl)c2ccccc21	13	-2
Cc1cccc(CSc2nncc(=O)[nH]2)c1	-4	-1
CCOc1ccc(CCNC(=O)c2ccc(C)c(N3CCCC3=O)c2)cc1OCC	17	-4
CC1(C(=O)Nc2ccc(F)c(Cl)c2)Cc2c(-c3cccc(C(F)(F)F)c3)ccnc2O1 (stereo not given)	12	0
C=CCn1c(COc2cccc3ccc(C)nc23)nnc1SCC(=O)O	-3	12
CCCNC(=O)N(C)C[C@H]1Oc2ncc(Br)cc2C(=O)N([C@H](C)CO)C[C@H]1C	-13	11
CCN(CC)C(=O)c1cccc(NC(=O)C2CCN(C(=O)c3cccs3)CC2)c1	-10	4
CCOc1ccc(CCNC(=O)COC(=O)c2cccnc2Cl)cc1OCC	14	-3
CCOc1ccccc1NC(=O)NC1CC2CCCC(C1)N2Cc1nnnn1CCc1ccccc1 (stereo not given)	9	10
CCOC(=O)Cn1c(CN2CCc3ccccc3C2)nc2c1c(=O)n(C)c(=O)n2C	-4	8
COc1ccc(S(=O)(=O)N2CCOC2CNC(=O)C(=O)NCCCN2CCCC2=O)cc1OC (stereo not given)	14	-15
COc1ccc(C(=O)OCC(=O)N2CCN(S(=O)(=O)c3ccc(C)cc3)CC2)cc1[N+](=O)[O-]	2	0
COc1ccc(NC(=O)CN(C)C(=O)CCSc2ccc(F)cc2)cc1	10	-8
CC(C)(C)NC(=O)C(c1ccncc1)N(Cc1cccs1)C(=O)Cn1nnc(-c2ccc(F)cc2)n1 (stereo not given)	35	-14

Not all compounds are listed; rates above refer to the full screens.
